# LGR2 antag: Drosophila LGR2 receptor signaling inhibition; HEK293 LGR2, CRE-luciferase, bursicon-stimulated, 4 h; inhibition, % at 9.99 µM; hit rate 0.35% among 380,000; AID 720647;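 active means drop in luminescence signal, shown as inhibition above about 50% in the replicate tests, limit read from the data, passing the limit was not always enough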;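 further: agonist challenge used bursicon conditioned medium at about half maximal strength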
# PAX8 inh HTS: lowers PAX8-driven luciferase in RMG-I cells; inhibition, % at 12.6 µM; AID 652154; hit rate 1.2% among 360,000; RMG-I TPO-luciferase reporter, SteadyGlo, 24 h;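 active means mean replicate inhibition at least 60% with every replicate also reaching 60%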;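 further: luciferase light reporting Pax8 driven TPO promoter activity; plate controls were median of neutral control wells for no effect and mitoxantrone controls for full effect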
# INS-1E GSIS act: GLuc luminescence reporter in INS-1E cells, primary screen for activators of glucose-dependent secretion of insulin | INS-1E GLuc reporter insulin secretion, 2-3 h | activation, % at 16.6 µM | hit rate 0.61% among 370,000 | AID 743287;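 active means lowest replicate activation of at least 40%, so every replicate reaches that level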;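 further: 0% = median of neutral control wells and 100% = median of IBMX positive control wells; some compounds called inactive have numbers as strong as hits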
# The depositor's hits bear a star; & = joins results of further samples.
SMILES	LGR2 antag	PAX8 inh HTS	INS-1E GSIS act
O=C1NC[C@H](CCCCN2CCN(Cc3ccccc3)C(=O)C2=O)N(CCc2ccccc2)C1=O	3	3	26
CCCCN1C(=O)c2ccc(C(=O)NCCN3C(=O)S/C(=C\c4cccnc4)C3=O)cc2C1=O	-20	-17	14
CC(=O)c1ccc(-n2c(SCC(=O)c3c[nH]c4ccccc34)nc3ccccc3c2=O)cc1	-1	19	-12
CCOP(=O)(OCC)C(Cc1ccccc1)N=C(c1ccccc1)c1ccccc1 (configuration not stated)	17	10	-29
Cc1ccc2nc(C)c(C(=O)NN=C3CCCCCC3)n2c1	18	12	0
O=C(NCCCn1ccnc1)c1cc2c(ccc3ccccc32)o1	-37	-65	-1
O=C(Nc1nc(-c2ccccc2)cs1)c1ccc2c(c1)S(=O)(=O)c1ccccc1C2=O	2	2	9
CCCCCCCc1c(C#N)c(N)[nH]c(=S)c1C#N	7	3	11
O=C(NCc1ccccc1)C(c1ccc(F)cc1)N1CCN(CCN2CCOCC2)CC1 (configuration not stated)	11	-9	20
Cc1ccc(C(=O)OCC(=O)c2c[nH]c3ccccc23)cc1	-113	-50	3
Cc1cccc(-c2cccc3[nH]c4c(c23)CCN2C(=O)[C@H]3[C@H](C)ON(C)[C@H]3C[C@@H]42)c1	-4	22	9
COc1ccc(OC)c(C2C3=C(N=c4s/c(=C\c5cccc(O)c5)c(=O)n42)c2ccccc2CC3)c1 (configuration not stated)	29	64*	-9
N#CC1(NC(=O)COC(=O)c2cc([N+](=O)[O-])ccc2N2CCOCC2)CCCCC1	-6	-9	10
CCOC(=O)C1=CCC(c2ccccc2)N(S(C)(=O)=O)C1 (configuration not stated)	-6	-13	6
C#CCNC(=O)C[C@@H]1C[C@@]2(C(=O)OC)CC(C)(C)CC=C2N(Cc2ccccc2)C1=O	-7	-3	-7
CN(C)c1ccnc2sc(C(=O)c3ccc(Br)cc3)c(N)c12	-20	-28	-23
O=C1c2cccc3cccc(c23)C(=O)N1OS(=O)(=O)c1ccc(Cl)cc1	-20	-5	13
CO[C@H]1CN(C)C(=O)c2ccc(NC(=O)c3ccc4c(c3)OCO4)cc2OC[C@H](C)N(CC2CC2)C[C@@H]1C	-5	11	0&-27&-17
COc1ccc(N=Cc2[nH]c3ccccc3c2O)cc1	-20	-4	-7
O=NN(C(=O)NC1CCC(C(=O)O)CC1)C1CCC(C(=O)O)CC1 (configuration not stated)	1	9	0
COc1cccc(C2=NOC(C(=O)Nc3ccc4c(c3)OCO4)C2)c1OC (configuration not stated)	-12	6	-6
CCc1c(-c2cccc(Cl)c2)ncn1CCc1ccccc1OC	9	-42	21
COC(=O)[C@]12C[C@H](CC(=O)NCC34CC5CC(CC(C5)C3)C4)C(=O)N(Cc3ccccc3)C1=C[C@H](C(C)C)O[C@@H]2C1CC1	14	6	4
O=[N+]([O-])c1cc(S(=O)(=O)NCc2ccco2)ccc1NN=Cc1ccccn1	-20	12	8
O=C(NC1CCCCC1)C(c1ccccc1F)n1c(=O)c(-c2cc3ccccc3[nH]2)nc2ccccc21 (configuration not stated)	5	24	-36
O=C(CCCN1C(=O)c2cccc3cccc(c23)C1=O)N1CCN(c2ncccn2)CC1	-9	15	2
NC(=O)c1ncn([C@@H]2O[C@H](C(=O)N[C@H](Cc3c[nH]c4ccccc34)C(=O)N3CCN(CC(=O)N4CCCC4)CC3)[C@@H](O)[C@H]2O)n1	-2	-10	-3
CCCC(C)C(=O)NC1CCCCN(C)C1=O (configuration not stated)	-3	-2	22
CC(C)NC(=O)N1Cc2cc(C(=O)NC3CCC3)nc(-c3cccc(-c4cncnc4)c3)c2[C@H]1CCO	3	-5	2
CC(C)N1CC(=O)N2CSCC2C1=O (configuration not stated)	2	12	5
O=C(CCCCCNC(=O)c1ccccc1)N/N=C/c1ccccc1	2	-5	4
CCCCCNC(=O)C1C(=O)Nc2ccccc2C(=O)N1c1ccc(OC)cc1 (configuration not stated)	3	-4	-12
CCCCc1c(-c2cccc(F)c2)ncn1CCc1ccccc1OC	14	6	-7
CCCCc1nnc(NC(=O)Cc2ccc(OC)c(S(=O)(=O)N3CCOCC3)c2)s1	-14	3	6
CCc1c(N=O)c(-c2ccccc2)n(O)[n+]1[O-]	13	2	-8
COc1ccc(C)cc1Nc1nc(-c2c(C)[nH]c3ccccc23)cs1	35	16	1
Cc1ccccc1NC(=O)NCc1ccc2c(c1)OCO2	14	-18	-1
COc1ccc(C(C(=O)NC(C)(C)C)n2c(=O)c(-c3ccccc3)nc3ccccc32)cc1 (configuration not stated)	8	12	3
CCC1=NN2C(=N)/C(=C\c3ccc(OCCOc4ccccc4)c(OC)c3)C(=O)N=C2S1	20	-38	6
COc1ccc(NC(=O)Nc2ccc(F)cc2)c(C)c1	-18	-9	0
CCOC(=O)[C@]12CCC=C1N(Cc1cccc3ccccc13)C(=O)[C@H](CC(=O)NCCCOC)C2	10	5	-20
Cc1cc(/C=N/NC(=O)C(O)(c2ccccc2)c2ccccc2)c(C)n1-c1ccc(C(=O)O)cc1	3	10	-10
O=C(CSc1nnc2ccccn12)NCc1ccco1	-35	4	-2
CC1CCCN(c2cccc3c2S(=O)(=O)N([C@H](C)c2ccccc2)C[C@@H](COCc2ccccc2)O3)C1 (some centres not stated)	-12	-4	-3
O=C(C(=Cc1ccccc1)c1ccccc1)c1ccccc1	14	7	3
Cc1cccc(COC[C@H](CC(C)C)N2CCN(C(=O)c3ccc(C(F)(F)F)cc3)CCC2=O)c1	22	17	-43
COC(=O)C1=C(C(=O)OC)C2CCCC1C1N=NN(c3ccccc3)C21 (configuration not stated)	8	8	9
O=C1CSC(=S)N1Cc1ccccc1	18	-6	36
O=C(CCNS(=O)(=O)c1ccc(Cl)cc1)OCC(=O)N1CCN(C(=O)c2ccco2)CC1	-5	-6	0
C#CCN1CC(COCCCC)Oc2cccc(F)c2S1(=O)=O (configuration not stated)	23	-9	-8
Cc1cccc(NC(=O)Cn2c(=O)n(CCc3c[nH]c4ccccc34)c(=O)c3cccnc32)c1	11	-1	-7
CCCc1nc2ccccc2n1C(CCSC)C(=O)NC(C)(C)C (configuration not stated)	-1	-10	-4
CCC/C=C(\CCC)C(NS(=O)(=O)c1cccc2cccnc12)c1ccc(C(=O)OC)cc1 (configuration not stated)	-3	6	2
COc1ccc(C2CC(=O)C(c3cc(OC)c(OC)c(OC)c3)=CN2Cc2ccccc2)cc1 (configuration not stated)	9	20	6
CN(C)CCN1CCN(C2CN(Cc3cn(Cc4ccccc4)nn3)S(=O)(=O)C2)CC1 (configuration not stated)	4	-14	15
COC(=O)[C@]12CCCCC=C1N(Cc1cccc3ccccc13)C(=O)[C@H](CC(=O)N1CCC(c3ccccc3)CC1)C2	0	19	6
CCOCc1nc(N)nc(N)c1-c1cccc(Cl)c1	-1	-10	10
CS(=O)(=O)N1[C@H](C(=O)NC2CCC2)[C@@H](CO)[C@@H]2Cn3c(ccc(-c4cccc(F)c4)c3=O)[C@@H]21	-2	-8	16
CCOC(=O)N1CCC(NC(=O)c2cc(C(=O)Nc3ccc(S(=O)(=O)N4CCOCC4)cc3)ccc2CO)CC1	-14	8	16
N#Cc1ccccc1COc1ccc(/C=C/C(=O)O)cc1	-15	-6	5

# A different layout for some results above.
# Order of results: LGR2 antag	PAX8 inh HTS	INS-1E GSIS act
CCc1c(N=O)c(-c2ccccc2)n(O)[n+]1[O-]
    13	2	-8
COc1ccc(C)cc1Nc1nc(-c2c(C)[nH]c3ccccc23)cs1
    35	16	1
Cc1ccccc1NC(=O)NCc1ccc2c(c1)OCO2
    14	-18	-1
COc1ccc(C(C(=O)NC(C)(C)C)n2c(=O)c(-c3ccccc3)nc3ccccc32)cc1 (configuration not stated)
    8	12	3
CCC1=NN2C(=N)/C(=C\c3ccc(OCCOc4ccccc4)c(OC)c3)C(=O)N=C2S1
    20	-38	6
COc1ccc(NC(=O)Nc2ccc(F)cc2)c(C)c1
    -18	-9	0
CCOC(=O)[C@]12CCC=C1N(Cc1cccc3ccccc13)C(=O)[C@H](CC(=O)NCCCOC)C2
    10	5	-20
Cc1cc(/C=N/NC(=O)C(O)(c2ccccc2)c2ccccc2)c(C)n1-c1ccc(C(=O)O)cc1
    3	10	-10
O=C(CSc1nnc2ccccn12)NCc1ccco1
    -35	4	-2
CC1CCCN(c2cccc3c2S(=O)(=O)N([C@H](C)c2ccccc2)C[C@@H](COCc2ccccc2)O3)C1 (some centres not stated)
    -12	-4	-3
O=C(C(=Cc1ccccc1)c1ccccc1)c1ccccc1
    14	7	3
Cc1cccc(COC[C@H](CC(C)C)N2CCN(C(=O)c3ccc(C(F)(F)F)cc3)CCC2=O)c1
    22	17	-43
COC(=O)C1=C(C(=O)OC)C2CCCC1C1N=NN(c3ccccc3)C21 (configuration not stated)
    8	8	9
O=C1CSC(=S)N1Cc1ccccc1
    18	-6	36
O=C(CCNS(=O)(=O)c1ccc(Cl)cc1)OCC(=O)N1CCN(C(=O)c2ccco2)CC1
    -5	-6	0
C#CCN1CC(COCCCC)Oc2cccc(F)c2S1(=O)=O (configuration not stated)
    23	-9	-8
Cc1cccc(NC(=O)Cn2c(=O)n(CCc3c[nH]c4ccccc34)c(=O)c3cccnc32)c1
    11	-1	-7
CCCc1nc2ccccc2n1C(CCSC)C(=O)NC(C)(C)C (configuration not stated)
    -1	-10	-4
CCC/C=C(\CCC)C(NS(=O)(=O)c1cccc2cccnc12)c1ccc(C(=O)OC)cc1 (configuration not stated)
    -3	6	2
COc1ccc(C2CC(=O)C(c3cc(OC)c(OC)c(OC)c3)=CN2Cc2ccccc2)cc1 (configuration not stated)
    9	20	6
CN(C)CCN1CCN(C2CN(Cc3cn(Cc4ccccc4)nn3)S(=O)(=O)C2)CC1 (configuration not stated)
    4	-14	15
COC(=O)[C@]12CCCCC=C1N(Cc1cccc3ccccc13)C(=O)[C@H](CC(=O)N1CCC(c3ccccc3)CC1)C2
    0	19	6
CCOCc1nc(N)nc(N)c1-c1cccc(Cl)c1
    -1	-10	10

# Following part
SMILES	LGR2 antag	PAX8 inh HTS	INS-1E GSIS act
CCOc1ccccc1NC(=O)c1cccc(NC(=O)C(C)C)c1	-6	-15	-5
CC1=C(C(=O)OC(C)(C)C)C(c2ccc(Br)cc2)NC(=O)N1CCCC(=O)O (configuration not stated)	5	-23	0
O=[N+]([O-])c1ccccc1/C=N/NC1=NS(=O)(=O)c2ccccc21	-5	3	3
c1coc(-c2nc(N=C3N=c4ccccc4=N3)[nH]c2-c2ccco2)c1	48	15	-6
C[C@H](O)[C@@H]1CN2CCc3c([nH]c4c(-c5ccccc5)cccc34)[C@@H]2C[C@@H]1N(C)C(=O)Nc1ccccc1	-9	-7	-15
C=CCN1C=C(C(=O)OCC)C(=O)CC1	-13	-7	0
CC(C)(C)OC(=O)COc1cc(O)c2c(=O)cc(-c3ccccc3)oc2c1	10	11	1
COC(=O)C1=CN(c2ccc(Oc3ccccc3)cc2)C(N)=C(C#N)C1c1cccc(F)c1 (configuration not stated)	-3	8	-68
CCCCn1nnnc1C(c1ccccc1)N1CCN(c2ccc(C)cc2)CC1 (configuration not stated)	7	-1	-14
O=C(CSc1nncn1-c1ccccc1)Nc1cccc(S(=O)(=O)N2CCCCC2)c1	0	17	10
COC(=O)[C@@]12C[C@@H](CC(=O)N3CCOCC3)C(=O)N(Cc3ccco3)C1=CCC(C)(C)C2	5	-10	32
Cc1ccc(C2=N/C(=C\c3coc4ccccc4c3=O)C(=O)O2)cc1	10	6	0
Cc1ccc(-c2noc(CN(C)C(=O)Nc3ccc(F)cc3)n2)cc1	-11	9	7
O=S(=O)(c1cccc(-c2n[nH]c(=S)n2C2CCCC2)c1)N1CCOCC1	20	5	9
O=C(NCc1ccccc1OC(F)(F)F)C1CCC(=O)N(CCCN2CCOCC2)C1 (configuration not stated)	1	-18	-14
CN(C)C1CN(Cc2cn(Cc3ccc(Cl)cc3)nn2)S(=O)(=O)C1 (configuration not stated)	1	-22	8
CCC1(C2C=COC=C2)NC(=O)NC1=O (configuration not stated)	6	2	4
O=C(Cc1ccccc1)N1O[C@H]2C=C[C@@H]1C2	-5	-32	5
Cc1nc(-c2cn[nH]c2-c2ccc(O)cc2O)cs1	13	0	-2
C#CCOCCOCCOCCNc1nc(N2CCN(C(=O)[C@H](Cc3ccc(O)cc3)n3cc([C@@H](N)C(C)CC)nn3)CC2)nc(N2CCN(C(=O)[C@H](Cc3cc4ccccc4[nH]3)n3cc([C@@H](N)CC(C)C)nn3)CC2)n1 (some centres not stated)	6	25	-6

# Screening data (PubChem BioAssay)

# These rows are one share of the data, so the mix of outcomes need not match the whole.
